Assay outcomes deposited in PubChem BioAssay by National Center for Advancing Translational Sciences (NCATS).
TrxR1 inh – blocks rat thioredoxin reductase 1. O89049. 1% of 390,000 active. Potency, µM (doses to about 114 µM), inactives show top-dose activity change, negative = inhibition, usual class: inhibitors. AID 588453. recombinant rTrxR1, NADPH fluorescence consumption, selenite substrate; note: potency is the fitted concentration of half-maximal effect; % is set by controls: 0 for no effect and ±100 for the full control effect; nearly all actives have a fitted effect of over 65% in size
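Rat TrxR1 (90 nM in the dispensed reagent) was pre-reduced with 400 uM NADPH for 5 min at room temperature, then incubated with compound for 15 min. After 400 uM selenite was added, NADPH fluorescence (Ex 340/Em 450 nm) was followed for 8 min.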
TRHR ag – activates the human TRH receptor. AID 493084. TRHR cells, calcium flux fluo-8, FDSS agonist mode. activation, % at 2 µM. P34981. 0.18% of 360,000 active; in the data active = activation above about 30%; note: 0% is about no effect
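Read-out: compound-evoked intracellular calcium rise in TRHR cells, fluo-8 dye, kinetic FDSS fluorescence at 1 s/cycle following a 10-cycle baseline. Cells cultured overnight before dye loading (30 min–1.5 h, RT).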
PI4K2A block – blocks human PI4K2A kinase activity; Q9BTU6; purified PI4K2A, ADP-Glo luminescence, 1 h; stronger effect = lower value; activity change, negative = inhibition, % at 76.9 µM; 0.13% of 420,000 active; in the data active = activity change below about -50%; inconclusive = mostly about -30% to -49%;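 note: -100% = wells without enzyme as full effect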
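Compounds are screened against recombinant PI4K2A using PI as substrate and ATP, the latter dispensed at 300 microM. Reactions run one hour at ambient temperature before ADP-Glo detection; full inhibition defined by wells lacking enzyme.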
D2 antagonist – antagonizes the human D2 dopamine receptor. 2% of 340,000 active. AID 485344. P14416. inhibition, % at 10 µM. HEK293 TREx D2 cells, calcium flux, dopamine EC80; in the data active = inhibition above about 30%; note: 0% is about no effect
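Dopamine at EC80 is the agonist stimulus; test compounds precede it by 180 s. Calcium flux read kinetically in a force-coupled, inducible HEK293 T-REx D2 cell line.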
TrxR1 substrate – rat thioredoxin reductase 1 substrate activity; purified TrxR1 substrate turnover, NADPH consumption readout; Potency, µM (top dose mostly 114 µM), without a hit: at the top dose activity change, negative = substrate turnover; 0.01% of 390,000 active; note: potency is the fitted concentration of half-maximal effect; % is set by controls: 0 for no effect and ±100 for the full control effect; nearly all actives have a fitted effect of over 50% in size
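Rat TrxR1, dispensed at 90 nM, was prereduced with 400 uM NADPH (final) for 5 min at ~22 deg C, then incubated with compound 15 min before 400 uM selenite. A first-read NADPH fluorescence drop versus no-compound background flagged substrates.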
USP1 inh – USP1/UAF1 (human) deubiquitinase inhibition. recombinant USP1/UAF1, Ub-Rhodamine cleavage fluorescence. Potency, µM (titrated, usually from 57.1 µM), inactives show at the highest dose activity change, negative = inhibition, actives largely listed as inhibitors. 0.23% of 390,000 active. AID 743255; note: potency is the fitted concentration of half-maximal effect; % is set by controls: 0 for no effect and ±100 for the full control effect; nearly all actives have a fitted effect of over 60% in size; inactives centre near -12
Target sequence (O94782 whole entry, looked up): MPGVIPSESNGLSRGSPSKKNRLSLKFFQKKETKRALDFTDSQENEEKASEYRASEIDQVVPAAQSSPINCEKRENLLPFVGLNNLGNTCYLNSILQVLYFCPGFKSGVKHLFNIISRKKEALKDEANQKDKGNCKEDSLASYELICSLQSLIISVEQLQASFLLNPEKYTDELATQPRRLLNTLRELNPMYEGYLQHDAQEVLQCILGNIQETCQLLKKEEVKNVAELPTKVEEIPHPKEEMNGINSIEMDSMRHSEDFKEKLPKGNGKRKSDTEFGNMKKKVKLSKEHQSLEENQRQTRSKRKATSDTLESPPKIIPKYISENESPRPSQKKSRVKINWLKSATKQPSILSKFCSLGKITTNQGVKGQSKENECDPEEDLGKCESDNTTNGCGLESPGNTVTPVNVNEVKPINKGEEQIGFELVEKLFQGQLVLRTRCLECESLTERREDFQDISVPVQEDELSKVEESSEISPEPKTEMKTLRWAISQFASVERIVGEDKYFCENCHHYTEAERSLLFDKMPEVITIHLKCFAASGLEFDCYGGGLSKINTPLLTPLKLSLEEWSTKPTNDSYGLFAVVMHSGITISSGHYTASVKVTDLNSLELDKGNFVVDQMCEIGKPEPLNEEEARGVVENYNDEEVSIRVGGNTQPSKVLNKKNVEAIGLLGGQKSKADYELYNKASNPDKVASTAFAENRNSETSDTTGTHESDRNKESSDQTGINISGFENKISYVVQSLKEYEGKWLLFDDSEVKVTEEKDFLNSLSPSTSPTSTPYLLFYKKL
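Step one: compound is pinned into 1nM USP1/UAF1 in HEPES pH 7.8 buffer with TCEP. Step two: 15 min room-temperature incubation. Step three: Ub-Rho (150nM final) starts cleavage, tracked by fluorescence over six one-minute reads.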
TRHR enhancer – allosterically enhances the human TRH receptor; TRHR cells, fluo-8 calcium fluorescence, EC20 TRH enhancement; enhancement, % at 2 µM; 0.66% of 360,000 active; AID 493056; in the data active = enhancement above about 30%; note: 0% is about no effect
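Enhancer read-out: after compound pinning and an initial kinetic agonist-mode read, an EC20 of TRH (10 nM final) was injected and fluo-8 calcium signal (Ex 480/Em 530) followed at 1 s/cycle for 100 cycles in TRHR-expressing cells.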
IDH1 R132H inh – blocks human mutant IDH1 R132H enzyme. IDH1-R132H enzyme, NADPH consumption, diaphorase/resazurin fluorescence. Potency, µM (highest dose often 76.6 µM), inactives show at the highest dose activity change, negative = inhibition, hits mostly inhibitors. 0.093% of 390,000 active; note: potency is the fitted concentration of half-maximal effect; % is set by controls: 0 for no effect and ±100 for the full control effect; nearly all actives have a fitted effect of over 65% in size
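IDH1-R132H (0.5 ug/mL dispensed) in pH 7.5 Tris buffer was preincubated 30 min with compound, then given a substrate mix of 0.016 mM NADPH and 2 mM alpha-KG for 80 min at room temperature; remaining NADPH was read by diaphorase/resazurin fluorescence.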
D2 ag – agonists of human D2 dopamine receptor. 0.53% of 340,000 active. P14416. AID 485358. activation, % at 2 µM. HEK293 T-REx D2 cells, calcium flux agonist mode;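 active = activation over 3 SD above normal in the single-dose calcium agonist read, cut at about 30% in these data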; note: 0% is about no effect
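HEK293 Trex D2 cells, tetracycline-induced, o/n 30 C 5% CO2; no-wash Ca dye, RT 30–90 min; 10-cycle baseline, 23 nl cpd added, kinetic Ca read 180 s; agonist hits = positive Ca response.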
Active calls of the source: *; ? = inconclusive; · = not tested or not shown; & = joins results of further samples; [ ] = dose if it differs, or a comment. Unless noted, calls come from the whole dose curve; as a rule, active = well fitted inhibition curve with a large enough effect; inconclusive = small, poorly fitted or top-dose-only effect; inactive = no such curve, though single readings can be large or run the other way. Not a hit list; 3.9% or so of the library scored in one or more.

Each structure is followed by: TrxR1 inh	TRHR ag	PI4K2A block	D2 antagonist	TrxR1 substrate	USP1 inh	TRHR enhancer	IDH1 R132H inh	D2 ag
C=CCC1NS(=O)(=O)OCC1C(C)C (centres undefined)
    4%[57.1 µM]	0.1	0	-3	12%[57.1 µM]	-12%	0	-1%	-0.4
Nc1c(C(=O)NC2CCCCC2)c2nc3ccccc3nc2n1/N=C/c1ccco1
    ·	1.2	·	-2	·	·	9	·	0.3
CCCCn1c(SCC(=O)N2CCN(c3ccccc3)CC2)nc2ccsc2c1=O
    15%	-0.4	10	-14	-6%	-13%	3	10%	1.4
O=C(Nc1nccs1)c1ccc(N2CCOCC2)c([N+](=O)[O-])c1
    -3%	0.6	-1	-7	-5%	-1%	7	9%	-0.4
Cc1c(C(=O)O)sc2ncnc(N3CCCCC3C)c12 (centres undefined)
    -3%	0.9	11	-1	-8%	1%	0	7%	0.3
CCN(CC)S(=O)(=O)c1cccc(NC(=O)CN(C)C2CCCCC2)c1
    14%[57.1 µM]	0.2	-3	-5	9%[57.1 µM]	-8%	4	7%	2.1
CC(Sc1nc(-c2ccccc2)cc(C(F)(F)F)n1)C(=O)NCc1ccco1 (centres undefined)
    2%	-0.4	-4	1	4%	-7%	13	7%	-0.8
COc1ccc(OC)c(/C=N/NC2=NS(=O)(=O)c3ccccc32)c1
    14%	-1.0	0	-11	3%	-22%	2	4%	-0.1
COc1cc(CNS(=O)(=O)CCl)cc(OC)c1OC
    2%&1%	-0.4	-4	1	0%&4%	-12%	2	-6%	0.5
c1ccc(-c2ccc(-c3nccc4ccccc34)[nH]2)cc1
    ·	-0.3	·	-13	·	·	10	·	-0.1
Cc1ccc(C(=O)COC(=O)CN2C(=O)C3CC=CCC3C2=O)cc1[N+](=O)[O-] (centres undefined)
    23%	·	-1	·	1%	-15%	·	16%	·
C=CCN(CC(=O)Nc1c(C)cccc1CC)C(=O)SCCC
    -8%	-0.3	-3	9	-7%	-9%	-13	7%	0.7
CN(C(=O)CO/N=C/c1ccc(OC(F)F)cc1)C1CCS(=O)(=O)C1 (centres undefined)
    6%	0.7	-1	8	2%	-12%	-1	-1%	0.3
COc1cccc(CNS(=O)(=O)c2c(C(=O)N3CCCCCC3)c(C)n(C)c2C)c1
    11%	-0.1	9	5	0%	-20%	-1	0%	-0.6
O=C(O)c1c[nH]c2c([N+](=O)[O-])cccc2c1=O
    0%[57.1 µM]	·	3	·	-8%	-11%	·	8%	·
CN(CC(=O)Nc1ccc(F)cc1)c1ccc(S(=O)(=O)N2CCCC2)cn1
    11%[57.1 µM]	-0.6	2	13	-5%[57.1 µM]	-14%	1	3%	-8.8
Nc1sccc1C(=O)c1ccc(Cl)cc1
    -25%	-1.1	2	3	-12%	-1%	2	9%	-0.6
CCCS(=O)(=O)c1nc(S(=O)(=O)c2ccc(C)cc2)c(NCCN2CCOCC2)s1
    11%[11.4 µM]	-0.9	7	17	-15%[11.4 µM]	-25%	2	1%	-1.0
CCOC(=O)c1[nH]c(C)c(C(=O)OCC(=O)NCc2ccc(OC)cc2)c1C
    5%	-0.8	7	-12	1%	-23%	-2	-8%	0.4
COc1ccc(-n2c(=O)cc(N3CCCCCC3)[nH]c2=O)cc1
    ?	0.1	4	-20	-6%	-15%	3	-1%	-2.0
COc1ccc(Cn2nnnc2C(c2cc3cccc(C)c3[nH]c2=O)N2CCOCC2)cc1 (centres undefined)
    ?	0.4	3	-10	15%	-23%	5	1%	-0.3
O=C(CCC(=O)N1CCN(Cc2ccc(F)cc2)CC1)Nc1nnc(C2CCCCC2)s1
    -5%	-0.1	8	10	-6%	-19%	8	0%	0.8
Cc1ccc(CN(c2ccc(C(=O)NCc3ccccn3)cc2)S(C)(=O)=O)cc1
    19%	3.8	-1	6	-3%	4%	-5	3%	0.7
Cc1cc(C(=O)NCCc2ccc(Cl)cc2)n(-c2ccccc2)n1
    10%	-0.1	4	·	-2%	-18%	6	3%	·
Cn1nc(C(C)(C)C)c([N+](=O)[O-])c1C(N)=O
    -10%	0.1	-3	-4	-6%	-17%	-4	-9%	1.1
COc1ccccc1-c1c(C)nn2c(NCCN3CCCC3)cc(C)nc12
    7%	-0.3	4	10	0%	-12%	7	-3%	-0.7
COc1cccc(C(=O)Nc2nc(-c3ccncc3)cs2)c1
    10%[57.1 µM]	-1.3	0	4	-3%[57.1 µM]	-3%	-6	3%	-1.8
O=C(NC1CC(=O)N(c2ccc3c(c2)OCCO3)C1)N1CCC(O)CC1 (centres undefined)
    1%	-0.1	5	-10	-6%	-10%	15	-1%	0.0
CC(=O)N1N=C(N)SC1(C)C
    16%[57.1 µM]	1.2	1	-4	-1%[57.1 µM]	-8%	6	-4%	0.9
CCCn1c(SCc2nc(N)nc(N3CCCCC3)n2)nc2c1c(=O)n(C)c(=O)n2C
    9%	-0.4	-3	5	2%	-16%	28	-13%	-0.1
O=C(c1cnc2n(c1=O)CCS2)N1CCc2ccccc21
    39%	0.4	-2	-11	-4%[57.1 µM]	-5%	7	4%	0.7
CCOC(=O)c1cnn(-c2ccc(Cl)cc2)c1C1CCN(C(=O)OC(C)(C)C)CC1
    23%[57.1 µM]	0.0	-4	-11	-8%[57.1 µM]	-4%	-7	-3%	0.1
CCS(=O)(=O)c1ccc2oc(SCC(=O)Nc3ccc(OC)cc3)nc2c1
    16%	0.2	3	-15	-5%	3%	-6	7%	0.7
O=C(O)CSc1nnc(-c2ccncc2)n1Cc1ccccc1
    -6%	0.5	0	2	-1%	1%	-7	0%	1.1
Cc1ccc(OCC(=O)OCCN2C(=O)c3ccccc3C2=O)cc1C
    1%	-0.3	-5	13	-3%	-22%	-3	3%	-0.2
N#Cc1cc(C(=O)Cc2ccccc2)c[nH]1
    -18%	0.0	0	16	-12%	-5%	-1	-4%	10
O=C(Nc1nnc(-c2ccco2)s1)C1CCN(S(=O)(=O)c2ccc(Cl)cc2)CC1
    18%	0.1	-1	·	-5%[57.1 µM]	-25%	-3	3%	·
O=C(Nc1ncc2c(n1)-c1ccccc1CC2)c1cccs1
    11%[57.1 µM]	-0.8	8	·	3%[57.1 µM]	-21%	-4	20%	·
Cc1ccn2c(c1)nc(=O)c1cc(S(=O)(=O)N3CCC(C)CC3)c(Cl)cc12
    15%	-0.1	-5	·	9%	-26%	-1	5%	-0.5
Cc1ccc(N(C)S(=O)(=O)c2ccc3[nH]c4c(c3c2)CCCC4)cc1
    -7%	0.1	2	·	-7%	-20%	1	12%	3.1
CCOc1ccc(NC(c2ccc(Cl)cc2)c2nnc(-c3cccc(F)c3)o2)cc1 (centres undefined)
    17%	0.0	0	·	4%	?	-5	-7%	0.4
O=C(Nc1ccc(Cc2ccncc2)cc1)c1ccc(S(=O)(=O)N2CCCC2)cc1
    7%[57.1 µM]	1.4	1	-4	2%[57.1 µM]	-4%	-2	-2%	0.9
COc1ccc(OCC(=O)N/N=C2/C=C(C)CC2)cc1
    17%[57.1 µM]	0.2	1	6	7%[57.1 µM]	?	33*	12%	-0.5
CCOC(=O)C1=C(C)N(c2ccc(C)c(C)c2)C(=O)/C1=C\c1ccco1
    ?	0.2	-1	4	2%	-16%	-3	-1%	-0.4
CCOC(=O)c1cccc(NC(=O)N2CCC(CN3CCCCCC3)CC2)c1
    -32%	-0.3	0	·	-2%	-20%	0	6%	-0.1
COc1cc(C(=O)NCCCC2CCCC2)ccc1OC1CCN(C(C)=O)CC1
    -8%	-0.1	1	-8	-12%	-2%	1	6%	0.6
Cc1cc(C)n(C(=O)CNC(=O)COc2ccccc2)n1
    -7%	-0.1	7	11	-4%	-11%	-3	-1%	0.2
Cc1cccc(-n2ccnc2CN2CCN(C3CCCC3)C(CCO)C2)c1 (centres undefined)
    20%	0.3	2	-3	7%	-8%	-3	1%	0.0
CC(=O)c1c(COC(=O)c2ccncc2)nc2ccccc2[n+]1[O-]
    -1%[57.1 µM]	-0.5	-2	11	-6%	-19%	17	7%	1.5
O=C(C(=O)N1CCN(c2ccccc2Cl)CC1)c1c[nH]c2ccccc12
    15%	1.0	-5	3	-4%	-13%	3	1%	2.1

Compound profiles, from the list above:
Cc1cccc(-n2ccnc2CN2CCN(C3CCCC3)C(CCO)C2)c1 (centres undefined) is listed with TrxR1 inh: 20%; TRHR ag: 0.3; PI4K2A block: 2; D2 antagonist: -3; TrxR1 substrate: 7%; USP1 inh: -8%; TRHR enhancer: -3; IDH1 R132H inh: 1%; D2 ag: 0.0
COc1ccc(OCC(=O)N/N=C2/C=C(C)CC2)cc1 is listed with TrxR1 inh: 17%[57.1 µM]; TRHR ag: 0.2; PI4K2A block: 1; D2 antagonist: 6; TrxR1 substrate: 7%[57.1 µM]; USP1 inh: ?; TRHR enhancer: 33*; IDH1 R132H inh: 12%; D2 ag: -0.5

The list continues.
Each structure is followed by: TrxR1 inh	TRHR ag	PI4K2A block	D2 antagonist	TrxR1 substrate	USP1 inh	TRHR enhancer	IDH1 R132H inh	D2 ag
CN(C)NC1=CC(=[N+]2CCCC2)CC(C)(C)C1
    8%[57.1 µM]	2.2	-1	-1	-5%[57.1 µM]	-2%	0	-3%	0.9
CC(=O)Nc1ccc(S(=O)(=O)Nc2ccc(C)c([N+](=O)[O-])c2)cc1
    1%	0.3	-1	·	3%[0.0914 µM]	-23%	25	-6%	·
O=C(Nc1cccnc1)C1(c2ccc(Cl)cc2)CCCC1
    -8%	1.9	14	3	-7%	-13%	-3	0%	0.3
O=C1OCCN1C(=O)[C@H]1[C@H](c2ccc(Cl)cc2)C(c2ccc(F)cc2)=NN1c1ccc(Br)cc1
    69%[activator]	·	1	·	59%[activator]	-9%	·	-4%	·
Cc1nc2c3ccccc3nc(NNC(=O)CCC(=O)NCCN3CCN(c4ccccc4)CC3)n2n1
    46%[activator]	-0.3	-6	11	13%	-11%	-3	16%	0.7
CC(=O)Nc1cccc(C(=O)/C=C/c2cccs2)c1
    ?	-1.4	9	-12	-11%	-8%	8	2%	-1.0
COc1ccc2c(c1O)C(=O)c1ccccc1C2=O
    ·	0.6	·	4	·	·	-1	·	0.1
